Bioassay records deposited in PubChem by NCI.
NCI-60 one-dose screen, 48 h, at 10 µM unless noted. Numbers give growth in % (100 = growth as untreated, 0 = no growth, -100 = all killed).
ACHN = ACHN renal cancer; actives 4.9% (n = 81,000)
SNB-75 = SNB-75 CNS cancer | actives 5% (n = 79,000) | AID 1794750
SF-539 = SF-539 CNS cancer. AID 1794752. actives 6.8% (n = 81,000)
SF-268 = SF-268 CNS cancer cells | AID 1794759 | actives 3.1% (n = 82,000)
SNB-19 = SNB-19 CNS cancer cells; AID 1794751; actives 2.5% (n = 81,000)
CAKI-1 = CAKI-1 renal cancer. actives 4.7% (n = 75,000)
A498 = A498 renal cancer cells. actives 5.4% (n = 76,000). AID 1794774
RXF 393 = RXF 393 renal cancer cells; AID 1794773; actives 6.9% (n = 77,000)
The depositor's hits bear a star; nt = no result given; & = joins results of further samples; ! = not active in a repeat; [ ] = dose if it differs, or a comment. The calls were made as follows: active = growth percent below 10; inactive = the rest. Rows were taken by chance; overall some 12% were active at least once.

SMILES	ACHN	SNB-75	SF-539	SF-268	SNB-19	CAKI-1	A498	RXF 393
O=C(CNc1nc(-c2ccccc2)cs1)Nc1cccc(Cl)c1	28	50	42	31	51	28	67	nt
O=C(NC(Cc1ccccc1)C(=O)O)c1ccccc1 (centres undefined)	111	81	101	113	97	95	104	100
COc1ccccc1/C=C/C=N/N1C(=S)NC2C1N(C)C(=O)N2c1ccccc1 (centres undefined)	105	89	101	94	97	90	104	101
CCCCCCCC/C=C\CCCCCCCC(=O)OCCCCCCCCCCCCCCCCC	106&96	105&103	106&101	100&99	112&106	84&81	nt	107&99
COc1ccc2[nH]cc(/C=N/Nc3ccnc4cc(Cl)ccc34)c2c1	-100*	-94*	-100*	-61*	-100*	-100*	-99*	-100*
COc1ccc(C(C)C(C)=O)cc1 (centres undefined)	100	71	102	107	99	104	110	nt
Cc1ccc(S(=O)(=O)Nc2nc(Oc3ccccc3)c(C#N)c(-c3ccc(Cl)cc3)n2)cc1	91	98	95	79	91	95	100	122
C(=NNc1ncnc2ccccc12)c1cccnc1	96	90	96	107	101	90	95	119
COC(=O)c1cn(CCc2c[nH]c3ccccc23)c(=O)c2ccccc12	98	73	94	85	80	71	57	86
C/C(=N\N=C1/SCC(=O)N1c1ccccc1)c1ccco1	106	185	118	92	113	nt	89	112
O=C(CSc1cc[n+](CCCF)c2ccccc12)n1ccc2ccccc21	98	104	97	109	98	87	107	119
N#Cc1ccc(NC(=O)COc2ccc(/C=C3\C(=O)Nc4ccc(Cl)cc43)cc2)cc1	75	94	71	79	80	68	nt	14
CCCCC[C@@H](O)c1ccccc1[C@@H]1O[C@@H](CCC(=O)OC)[C@H](O)[C@H]1I	89	78	100	87	89	nt	74	65
COc1ccccc1/C=C(\C)C(=O)O	100	96	106	102	97	101	98	113
CS(=O)(=O)c1ccc(C(=O)N2N=C(c3ccc(F)cc3)CC2c2ccccc2)cc1 (centres undefined)	99	94	99	96	106	86	108	107
NS(=O)(=O)c1ccc(N/C=C2\C=NC3C=CC=CC23)cc1 (centres undefined)	88	73	97	97	102	79	79	104
CC1(C)CC[C@]2(C(=O)O)CC[C@]3(C)C(=CC[C@@H]4[C@@]5(C)C/C(=C/c6cccnc6)[C@H](O)C(C)(C)[C@@H]5CC[C@]43C)[C@@H]2C1	2.8*[100 µM]	20[100 µM]	-27*[100 µM]	22[100 µM]	17[100 µM]	5.7*[100 µM]	24[100 µM]	-37*[100 µM]
COc1ccc(C(=O)/C=C/c2ccc(Cl)cc2)cc1S(N)(=O)=O	58	82	18	92	14	75	85	97
COc1ccc(-c2nonc2NC(=O)c2cccc(C)c2)cc1OC	90	102	104	99	95	88	83	105
Nc1ccc(-n2nc3c(c2-c2ccccc2)-c2oncc2CC3)cc1	88	88	95	103	101	96	60	94
CCC#CC[C@H](O)C/C=C1/C(=O)C=C[C@@H]1C/C=C\CCCC(=O)O	107	84	105	97	101	101	125	119
O=C(CI)Nc1ccc(O)c(C(=O)O)c1	89	86	99	107	102	95	118	90
O=[N+]([O-])c1cc(F)c(F)cc1F	109	nt	103	103	105	103	103	111
CCCCCCCCCCCCCC[n+]1ccc(C)cc1	22	-24*	-33*	-32*	-50*	32	39	-20*
COc1cc(C(=O)c2cc(C)c3[nH]c4ccc(O)cc4c3c2C)cc(OC)c1OC	24	37	1.7*	24	54	25	-13*	32

New compounds follow
SMILES	ACHN	SNB-75	SF-539	SF-268	SNB-19	CAKI-1	A498	RXF 393
COc1cc2c(cc1OC(=O)C(Cl)Cl)c1c3c(OC)c(OC)c(OC)c4c5cc(OC)c(OC(=O)C(Cl)Cl)cc5c(c5c(OC)c(OC)c(OC)c2c51)c43	89	112	94	99	97	nt	100	81
COC(=O)CCC(=O)N(CCN(C)C)CCN(C)C	111	83	113	104	91	87	nt	111
Clc1ccc(C2CCN(Cc3ccccc3)CCO2)cc1 (centres undefined)	99	93	nt	114	98	107	94	103
COc1cc(/C=C2\NC(=O)N(/C=C3\C(=O)Oc4ccccc4C3=O)C2=O)ccc1O	94	87	98	89	109	98	78	102
CCOc1ccccc1[C@H]1C(C(=O)c2ccc(Cl)cc2)C2(N[C@@H]1c1ccccc1)C(=O)Nc1ccc(Br)cc12 (some centres undefined)	1.3*	44	-70*	14	17	7.2*	-22*	-88*
COc1cc(/C=C/C(=O)c2ccc(O)c(CN3CCN(c4cc5c(cc4F)c(=O)c(C(=O)O)cn5C4CC4)CC3)c2)cc(OC)c1OC	46	58	50	55	76	55	93	28
O=C(/C=C/c1cn(-c2ccccc2)nc1-c1ccccc1)OCc1cn(-c2ccc(F)cc2)nn1	92	76	95	92	75	90	90	109
CC(C)(C)NSc1nc2ccccc2s1	93	81	96	103	108	93	99	141
CCCCCn1sc(=O)n(Cc2ccc(CNC(=O)C(C)c3ccc(CC(C)C)cc3)cc2)c1=O (centres undefined)	-100*!	-21*!	-93*!	-60*!	43&99	-73*!	40&113	-92*
O=C(Cc1ccccc1)N(c1ccccc1)c1ccccc1	99	89	104	99	92	86	84	111
COc1ccc(/C=N\NC(=O)CN2CCN(c3cc4c(cc3F)c(=O)c(C(=O)N/N=C/c3ccc(OC)cc3)cn4C3CC3)CC2)cc1	90	nt	83	77	86	95	74	83
Cc1cccc[n+]1CCC(N)=O	109	104	100	108	111	100	nt	126
O=c1c2cc(F)ccc2sc2c(NCCO)nc3ccccc3c12	103	87	100	103	94	91	81	109
CCN(CC)C12CCCCC1(C)C(C#N)(C#N)C(C#N)=C(N)O2 (centres undefined)	106	92	nt	100	106	92	122	144
Cc1cc(C)c2c(c1)N(C)c1ncnc(-n3cnc4cc(C)ccc43)c1CC2C (centres undefined)	50	29	6.3*	40	36	33	6.6*	-25*
O=C(Nc1ccccc1Cl)C1=NCC(=O)N(c2ccccc2)N1	102	106	106	101	99	nt	91	nt
CCCCCCCCCCCc1ccn(CO)n1	100	110	107	113	101	87	82	104
COc1ccc(C(=O)C/C(=C/c2ccc(-c3ccc(Cl)cc3)o2)C(=O)NCc2ccc(F)cc2)cc1	91	95	108	102	83	82	84	97
CC12CC[C@@H]3[C@]4(C)COC(c5cn[nH]c5-c5cccc(Br)c5)O[C@@H]4CC[C@@]3(C)[C@@H]1CC(C1=CCOC1=O)O2 (some centres undefined)	26	nt	55	47	51	40	82	6.2*
O=C1C2(Cl)C(Cl)=C(Cl)C1(Cl)C1(Cl)C(Cl)=C(Cl)C(=O)C21Cl (centres undefined)	114	84	104	100	106	110	76	102
c1ccc(-c2nnc(-c3ccccc3)c3nonc23)cc1	84	72	97	86	102	74	90	100
O=S(=O)(Oc1ccc(-c2cn3ccoc3n2)cc1)c1ccc(Cl)c(C(F)(F)F)c1	101	100	104	107	100	92	96	112
NC1=NN(O)C2=CC(Cl)C=CC2=N1 (centres undefined)	nt	85	96	88	106	nt	91	125
CC(=O)Nc1ccc(S(=O)(=O)NC2(c3ccccc3)C(=O)N(C)C(=O)N(C)C2=O)cc1	105	80	100	107	104	nt	102	111
COC(CC(=O)O)CC(C)CC(C)(C)C (centres undefined)	112	105	nt	100	105	103	88	106

Reprinted at random: five compounds from above.
SMILES	ACHN	SNB-75	SF-539	SF-268	SNB-19	CAKI-1	A498	RXF 393
Clc1ccc(C2CCN(Cc3ccccc3)CCO2)cc1 (centres undefined)	99	93	nt	114	98	107	94	103
CCN(CC)C12CCCCC1(C)C(C#N)(C#N)C(C#N)=C(N)O2 (centres undefined)	106	92	nt	100	106	92	122	144
COc1cc2c(cc1OC(=O)C(Cl)Cl)c1c3c(OC)c(OC)c(OC)c4c5cc(OC)c(OC(=O)C(Cl)Cl)cc5c(c5c(OC)c(OC)c(OC)c2c51)c43	89	112	94	99	97	nt	100	81
O=C(/C=C/c1cn(-c2ccccc2)nc1-c1ccccc1)OCc1cn(-c2ccc(F)cc2)nn1	92	76	95	92	75	90	90	109
CC(C)(C)NSc1nc2ccccc2s1	93	81	96	103	108	93	99	141

Record cards, from the list above. Values in the order: ACHN | SNB-75 | SF-539 | SF-268 | SNB-19 | CAKI-1 | A498 | RXF 393
Results for COc1cc(/C=C2\NC(=O)N(/C=C3\C(=O)Oc4ccccc4C3=O)C2=O)ccc1O → 94 | 87 | 98 | 89 | 109 | 98 | 78 | 102
Results for O=C(/C=C/c1cn(-c2ccccc2)nc1-c1ccccc1)OCc1cn(-c2ccc(F)cc2)nn1 → 92 | 76 | 95 | 92 | 75 | 90 | 90 | 109
Results for O=S(=O)(Oc1ccc(-c2cn3ccoc3n2)cc1)c1ccc(Cl)c(C(F)(F)F)c1 → 101 | 100 | 104 | 107 | 100 | 92 | 96 | 112

The listing continues:
SMILES	ACHN	SNB-75	SF-539	SF-268	SNB-19	CAKI-1	A498	RXF 393
Cc1c(OCC(=O)c2ccccc2)ccc2c1oc(=O)c1ccccc12	114	123	105	101	102	100	91	117
O=c1[nH]n(C(=S)N/N=C/c2ccccc2Cl)c(=O)c2ccccc12	5.3*	52	-20*	28	8.6*	28	39	-58*
CCn1cc(C2=C(c3cn(CC)c4ccc(Br)cc34)C(=O)N(O)C2=O)c2cc(Br)ccc21	109	101	107	96	107	89	92	107
COC(=O)c1nc(N)nc(C(=O)OC)c1C(=O)c1c(C)[nH]c2ccccc12	107	113	105	102	104	101	169	110
O=C(/C(=C/c1ccc([N+](=O)[O-])cc1)SCc1ccc(Cl)cc1)c1ccc(F)cc1	54	82	89	76	36	nt	70	92
CSc1nnc(-c2ccc(NC(=O)c3cccnc3)cc2)o1	110	113	102	105	74	93	103	115
COc1ccc(C2=NN(C(=O)c3ccc(S(N)(=O)=O)cc3)C(c3ccccc3)C2)c(OC)c1 (centres undefined)	96	90	98	105	100	87	101	105
CN=c1scc(-c2ccc(Br)cc2)n1NC(=O)Cn1nc(-c2ccccc2)ccc1=O	68	98	80	79	65	70	95	nt
CC(C)(C)c1cc(C=O)cc(C(C)(C)C)c1O	105	84	102	97	101	113	105	104
Cc1cc(Cl)c2ccc(N(C)C)cc2n1	98	83	106	102	95	93	93	96
CC(=O)Nc1ccc(/C=N/NC(=O)C(=O)N/N=C/c2ccc(NC(C)=O)cc2)cc1	99	94	98	101	115	95	106	101
O=C(COc1cccc(/C=C2\Cc3ccccc3C2=O)c1)c1ccc(Cl)cc1	154	101	96	117	97	104	90	nt
CC1(C)CC(Nc2nc3sc4c(c3c(=O)[nH]2)CCCC4)CC(C)(C)N1	94	70	87	81	81	nt	78	75
O=C(c1nn(-c2ccccc2)c2c1CC(NCCc1ccc(C(F)(F)F)cc1)CC2)N1CCCCC1 (centres undefined)	97	87	85	87	94	89	93	74
COc1cc(CC2COC(=O)C2(O)Cc2ccc(O)c(OC)c2)ccc1O (centres undefined)	85	99	80	90	91	nt	91	nt
Cc1cc2nc(C(Cl)Cl)nc(-c3ccco3)n2n1	22	94	66	81	63	51	52	12
O=C(O)CN1CCc2c(sc3ncnc(N/N=C/c4cccc5ccccc45)c23)C1	105	103	97	107	103	98	99	115
O=C(O)COc1ccc(-c2ccccc2)cc1	103	108	106	108	111	101	94	101
CCO[Si](OCC)(c1ccccc1)c1ccccc1	98	96	92	101	111	99	89	124
C=C1C(=O)O[C@H]2[C@H]1CC/C(C(=O)NCCCCCNC(=O)/C1=C/CC[C@@]3(C)O[C@H]3[C@H]3OC(=O)C(=C)[C@@H]3CC1)=C\CC[C@@]1(C)O[C@@H]21	102	103	105	96	102	106	nt	110
CCCn1cnc2c(c1=N)C(c1ccc(O)cc1)c1sc3c(F)cccc3c1O2 (centres undefined)	98	94	101	97	106	84	111	103
CC(=O)NC1c2ccccc2-c2ccccc21	107	83	95	102	108	91	91	95
COc1ccc(S(=O)(=O)NCCNc2nccc(-c3cn(-c4ccccc4)nc3-c3ccc(Cl)c(OC)c3)n2)cc1	102	105	111	103	114	104	nt	102
CC(Oc1ccc(Cl)cc1)c1ccccc1 (centres undefined)	125	97	102	104	100	96	119	103
CCOC(=O)c1[nH]cc(-c2ccccc2)c1-c1ccccc1OC	106	89	106	98	98	71	98	97

(listing goes on)
SMILES	ACHN	SNB-75	SF-539	SF-268	SNB-19	CAKI-1	A498	RXF 393
Cc1cc(N2CCN(CC(=O)Nc3ccc4c(ccn4C)c3)CC2)nc(Cl)n1	101	106	108	101	98	95	83	108
CC(C1CCC(CN2Cc3ccc(O)c(F)c3C2=O)CC1)N1CCOCC1 (centres undefined)	104	91	93	101	102	94	105	102
O=C(O)CCc1cccc2c1OCO2	104	95	102	106	103	95	87	110
C#CCOc1ccccc1/C=N/Nc1nc(-c2ccc(Cl)cc2Cl)cs1	107	100	94	106	100	99	94	85
COc1ccc(S(=O)(=O)N2CCN(c3cc4c(cc3F)c(=O)c(C(=O)O)cn4C3CC3)CC2)cc1OC	97	80	91	94	95	90	99	115
CN(Cc1ccccc1)CC1C2CCC(C2)C1O (centres undefined)	106&110	115&103	108&108	107&113	108&104	82&100	90&134	119&121
COc1ccc2c(c1)c1c(OC(C)=O)c3c(nc1n2C(C)=O)-c1ccccc1C3	100	79	102	100	101	nt	70	116
Cc1[nH]nc2c1C(c1cnn(C)c1)C(C#N)=C(N)O2 (centres undefined)	104	74	99	105	98	102	70	106
CC(C)c1ccc(Cn2cc(CSc3nc4ccccc4o3)nn2)cc1	101	98	97	95	95	90	89	111
CN(C)CCCOc1ccc(OCCCN(C)C)c2c1C(=O)c1ccccc1C2=O	11	-21*	-1.4*	-4.4*	7.8*	nt	-32*	-9.1*
O=C(O)C1c2ccccc2-c2ccccc21	94	110	99	98	90	nt	92	128

Individual results from above:
RXF 393 result of COc1ccc(S(=O)(=O)N2CCN(c3cc4c(cc3F)c(=O)c(C(=O)O)cn4C3CC3)CC2)cc1OC → 115
SNB-19 result of CN(Cc1ccccc1)CC1C2CCC(C2)C1O (centres undefined) → 108&104
SF-268 result of CC(C1CCC(CN2Cc3ccc(O)c(F)c3C2=O)CC1)N1CCOCC1 (centres undefined) → 101
